# Assay outcomes: PubChem, National Center for Advancing Translational Sciences (NCATS)
# G9a inh: inhibitors of human histone lysine methyltransferase G9a. G9a H3K9 monomethylation, AlphaScreen, 2 h. Potency, µM (series often up to 102 µM), for inactives: at the top dose activity, negative = inhibition, hits mostly inhibitors. actives 8.8% (n = 350,000); also: potency is read from the fitted curve at half-maximal effect; % is scaled to controls: 0 for no effect and ±100 for the full control effect; nearly all actives have a fitted effect of over 75% in size
#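 Using a bead-based AlphaScreen, monomethylated H3K9 product from 2 h room-temperature reactions (G9a 20 nM, peptide 500 nM, SAM 20 uM) was detected with 0.5 ug/mL rabbit anti-H3K9me1 antibody.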
# JMJD2A Tudor: JMJD2A Tudor domain (human) inhibition; AlphaScreen JMJD2A-Tudor / H3K4me3 peptide binding; AID 504339; Potency, µM (top dose mostly 114 µM), without a hit: at the highest dose activity change, negative = inhibition, usual class: inhibitors; actives 4.4% (n = 390,000); O75164; also: potency is read from the fitted curve at half-maximal effect; % is scaled to controls: 0 for no effect and ±100 for the full control effect; nearly all actives have a fitted effect of over 50% in size
# PI4K2A inh: blocks human PI4K2A kinase activity; purified PI4K2A, ADP-Glo luminescence, 1 h; stronger effect = lower value; activity change, negative = inhibition, % at 76.9 µM; actives 0.13% (n = 420,000); in the data active = activity change below about -50%; inconclusive = mostly about -30% to -49%;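 also: -100% = wells without enzyme as full effect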
#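 PI4K2A activity was measured by ADP-Glo luminescence: enzyme (4 ug/mL stock) and phosphatidylinositol (1.2 mM stock) in Tris pH 7.5/MgCl2/EGTA/Triton X-100 buffer were reacted with ATP (300 microM stock) for one hour at ambient temperature.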
# BAZ2B block: BAZ2B (human) inhibition; Q9UIF8; Potency, µM (titrated, usually from 114 µM), for inactives: top-dose activity change, negative = inhibition, hits mostly inhibitors; AID 504333; actives 4.4% (n = 360,000); AlphaScreen BAZ2B-H3K14Ac peptide displacement; also: potency is read from the fitted curve at half-maximal effect; % is scaled to controls: 0 for no effect and ±100 for the full control effect; nearly all actives have a fitted effect of over 60% in size
#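 AlphaScreen displacement: compounds (up to 110uM) incubated 30 min at room temperature with a preformed 50 nM BAZ2B/50 nM biotinylated H3K14Ac peptide complex in PBS pH 7.4 with Tween-20. Donor and acceptor beads at 10 ug/mL final added, 20 min light-protected before reading.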
# ALOX12 inh: inhibitors of human 12S-lipoxygenase ALOX12 | P18054 | purified 12hLO, xylenol orange hydroperoxide absorbance | Potency, µM (doses to about 108 µM), for the others: at the top dose activity change, negative = inhibition, actives largely listed as inhibitors | actives 1.1% (n = 580,000); also: potency is read from the fitted curve at half-maximal effect; % is scaled to controls: 0 for no effect and ±100 for the full control effect
#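 Purified human 12hLO at 150 nM in 25 mM Hepes, 0.01% Triton X-100, pH 7.0, preincubated 15 min at room temperature with compound. Reaction started with 40 uM arachidonic acid, 30 min at room temperature. Hydroperoxide measured by Fe-xylenol orange, 573/405 nm absorbance ratio.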
# ERG-DNA inh: ERG Ets/DNA interaction inhibition. P11308. fluorescence polarization, His-ERG Ets domain / labelled DNA. Potency, µM (doses to about 76.9 µM), for the others: at the highest dose FP activity, negative = inhibition, actives largely listed as inhibitors. actives 0.028% (n = 370,000). AID 624246; active = well fitted inhibition curve with a large enough effect in the polarisation, with a control signal flat; inconclusive = small, poorly fitted or top-dose-only effect, or effect the other way, or a change in a side signal; inactive = no such curve, though single readings can be large or run the other way; the % refers to the polarisation;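 also: polarization taken with two DNA probes labelled with fluorescein and Texas red; potency is read from the fitted curve at half-maximal effect; % of control where 0% means no effect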
#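 His-tagged ERG Ets domain (1 uM in the protein solution; 300mM KCl, 50mM Tris-HCl, 1mM EDTA, 1mM DTT, pH 7.5) received compound, then a probe mix of 5 nM fluorescein-DNA and 100nM Texas-615-DNA. Fluorescence polarization was read for both dyes.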
# GLS inh: blocks human kidney-isoform glutaminase activity; actives 0.21% (n = 410,000); GLS enzymatic activity, qHTS titration; Potency, µM (top dose mostly 45.5 µM), for inactives: at the highest dose activity change, negative = inhibition, usual class: inhibitors; O94925; also: potency is read from the fitted curve at half-maximal effect; % is scaled to controls: 0 for no effect and ±100 for the full control effect
#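 Assay buffer: 45 mM KH2PO4 pH 8.2, 0.02% Tween-20. hKGA acts on L-glutamine (1 mM solution added); product glutamate is reported by an oxidase/peroxidase Amplex Red coupling, with fluorescence taken at baseline and 30 min.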
# RGS4 inh: inhibitors of human regulator of G protein signaling 4 | Potency, µM (titrated, usually from 114 µM), without a hit: top-dose activity change, negative = inhibition, hits mostly inhibitors | AID 504845 | actives 0.039% (n = 390,000) | Transcreener GDP fluorescence polarization, RGS4-accelerated GTP hydrolysis | P49798; also: potency is read from the fitted curve at half-maximal effect; % is scaled to controls: 0 for no effect and ±100 for the full control effect; nearly all actives have a fitted effect of over 75% in size; some results filed as inactive show a strong effect at the top dose
#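 MLSMR compounds (23 nl, pin-transferred) preincubated 10 min at room temperature with a 500nM (2x) first reagent, then RGS4 at 900nM (2x) plus Transcreener GDP mix added; fluorescence polarization (620/688 nm) read before and after 90 min at 30 °C.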
# HP1b binding inh: inhibitors of HP1-beta chromodomain binding to methylated histone tails | AlphaScreen HP1-beta / biotin-H3K9me3 peptide binding | Potency, µM (top dose mostly 114 µM), for the others: top-dose activity change, negative = inhibition, hits mostly inhibitors | actives 0.56% (n = 390,000); also: potency is read from the fitted curve at half-maximal effect; nearly all actives have a fitted effect of over 70% in size; inactives centre near 23
#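 Compound inhibition of the preformed complex between 50 nM HP1-beta and 50 nM biotinylated H3K9me3 peptide was read by AlphaScreen. Buffer was PBS pH 7.4 with 0.01% Tween-20. Incubations ran 30 min at room temperature, with 10 ug/mL donor/acceptor beads.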
# * = called active by the depositor; ? = inconclusive; / = no result given; & = joins results of further samples; [ ] = dose if it differs, or a comment. Unless noted, calls follow the shape of the dose curve; as a rule, active = well fitted curve in the direction sought with a large enough effect; inconclusive = small, poorly fitted or top-dose-only effect, or another doubt; inactive = no such curve, though single readings can be large; an effect the other way counts as inactive or inconclusive. A portion of the library; rates above refer to the full screens.
SMILES,G9a inh,JMJD2A Tudor,PI4K2A inh,BAZ2B block,ALOX12 inh,ERG-DNA inh,GLS inh,RGS4 inh,HP1b binding inh
CCC(C)C1/C=C\CC(NC(=O)OCC2c3ccccc3-c3ccccc32)CC(=O)N1Cc1ccccc1 (stereo unspecified),/,-15.8%,-1.5,/,/,-2.2%,-2.7%,-3.9%,40.2%[activator]
CCCN(CCC)CCNc1c(NC2CCN(C(=O)OCC)CC2)c(=O)c1=O,-15.2%,-6.2%,-7.1,8.1%,10.2%[57.4 µM],7.4%,37.7%[activator],-18.0%,87.1%[activator]
CCCCNc1oc(-c2ccc(COc3ccc(OC)cc3)o2)nc1C#N,-41.3%[59 µM],-10.6%,1.9,-18.7%,-20.4%,-2.0%,1.4%,13.2%,11.2%
CC(=O)N1CCCc2cc(S(=O)(=O)N3CCc4ccccc4C3)ccc21,-5.6%,-9.6%,2.5,9.5%,0.0%,1.1%,-2.0%,-23.1%,41.3%[activator]
Cc1cc(NC(=O)c2ccc3[nH]c(C)c(C)c3c2)ccn1,?,-17.1%,6.7,50.1µM*,0.0%,4.0%,-8.2%,31.0%,13.5%
Cc1ccc(NS(=O)(=O)c2ccc3c(c2)NC(=O)C(C)C(=O)N3)c(Cl)c1 (stereo unspecified),1.6%,-4.2%,-3.6,-21.8%,?,-14.4%,-6.6%,-21.5%,36.4%
COc1ccc(NC(=O)c2nnn(Cc3ccccc3C)c2N)c(OC)c1,6.9%[59 µM],-21.9%,-1.6,-4.5%,-30.3%,2.0%,2.2%,-20.6%,16.3%
O=C(CCn1c(=S)[nH]c2ccccc2c1=O)Nc1ccc(F)cc1,0.9%,-3.4%,-6.5,-17.1%,6.2%,7.8%,6.0%,32.3%,42.6%[activator]
Cc1ccc2nsnc2c1NC(=O)c1ccc([N+](=O)[O-])o1,-12.1%[59 µM],-13.1%,-0.4,0.2%,/,-19.1%,1.0%,22.4%,1.6%
CCN(c1ccccc1)S(=O)(=O)c1cccc(C(=O)OCc2nc3sc(C)c(C)c3c(=O)[nH]2)c1,-4.7%[59 µM],-12.7%,2.1,-0.4%,-14.8%,7.9%,11.4%,27.2%,32.8%
CCOC(=O)C1=C(C)Nc2ccccc2N=C1NC(=O)Cc1ccc(Cl)c(Cl)c1,-33.6%,-12.5%,-5.5,-17.9%,0.8%,-0.2%,-6.9%,13.6%,20.9%
CCCCn1c(SCC(=O)N(C)C2CCS(=O)(=O)C2)nc2cc(S(N)(=O)=O)ccc21 (stereo unspecified),40.7%[activator][12.7 µM],-4.8%,1.2,-23.6%,-15.8%,-17.1%,11.9%,17.2%,41.3%[activator]
CCOc1ccc(C2=CC(=O)C[C@H](c3ccc(OC)cc3)C2)cc1,26.1%[2.33 µM],-7.9%,0.8,0.6%,2.2%,-11.0%,1.0%,12.0%,32.8%
CN(C(=O)COC(=O)c1ccc(S(=O)(=O)N2CCCC2)cc1)c1ccccc1,21.4%,-10.0%,0.6,-2.2%,-16.5%,31.8%[activator],-5.7%,23.1%,14.1%
CNS(=O)(=O)c1cc(-c2nnc(N3CCOCC3)c3ccccc23)ccc1C,/,-4.7%,-1.4,/,0.0%,1.6%,0.6%,2.3%,52.5%[activator]
CN(C)c1ccc(NC(=O)CN2CCc3ccccc3C2)cc1,12.6µM*,50.1µM*,-6.2,39.8µM*,-22.7%,-5.4%,70.5%[activator],-7.2%,?
CCCCN(CC)Cc1c(C)[nH]c2ccccc2c1=O,0.5%,11.3%,-1.0,6.4%,21.1%,-7.1%,2.0%,-30.7%,38.1%[activator]
CC(C)OCCCNC(=O)CN1C(=O)COc2ccc(S(=O)(=O)N3CCCCCC3)cc21,-1.3%[59 µM],2.8%&-11.0%,-3.0&-4.1,11.2%&-12.4%,418.6%&0.7%[activator],-4.8%&3.4%,1.1%&-7.7%,-10.1%&19.6%,29.3%&8.2%
CC1CC1C(=O)OCC(=O)Nc1cccc([N+](=O)[O-])c1 (stereo unspecified),7.8%,-2.6%[57.1 µM],3.8,-9.1%,-2.2%,-10.8%,93.2%[activator],0.9%,26.0%
CCOC(=O)C(C)N1C(=O)S/C(=C/c2cc(C)n(-c3ccncc3)c2C)C1=O (stereo unspecified),50.1µM*,?,-0.3,?,-12.1%,10.9%,-0.2%,-9.7%,-8.2%

# An excerpt from above in order of SMILES length, rising:
SMILES,G9a inh,JMJD2A Tudor,PI4K2A inh,BAZ2B block,ALOX12 inh,ERG-DNA inh,GLS inh,RGS4 inh,HP1b binding inh
CCCCN(CC)Cc1c(C)[nH]c2ccccc2c1=O,0.5%,11.3%,-1.0,6.4%,21.1%,-7.1%,2.0%,-30.7%,38.1%[activator]
Cc1cc(NC(=O)c2ccc3[nH]c(C)c(C)c3c2)ccn1,?,-17.1%,6.7,50.1µM*,0.0%,4.0%,-8.2%,31.0%,13.5%
CC1CC1C(=O)OCC(=O)Nc1cccc([N+](=O)[O-])c1 (stereo unspecified),7.8%,-2.6%[57.1 µM],3.8,-9.1%,-2.2%,-10.8%,93.2%[activator],0.9%,26.0%
O=C(CCn1c(=S)[nH]c2ccccc2c1=O)Nc1ccc(F)cc1,0.9%,-3.4%,-6.5,-17.1%,6.2%,7.8%,6.0%,32.3%,42.6%[activator]
CCC(C)C1/C=C\CC(NC(=O)OCC2c3ccccc3-c3ccccc32)CC(=O)N1Cc1ccccc1 (stereo unspecified),/,-15.8%,-1.5,/,/,-2.2%,-2.7%,-3.9%,40.2%[activator]
CCN(c1ccccc1)S(=O)(=O)c1cccc(C(=O)OCc2nc3sc(C)c(C)c3c(=O)[nH]2)c1,-4.7%[59 µM],-12.7%,2.1,-0.4%,-14.8%,7.9%,11.4%,27.2%,32.8%

# (cont.)
SMILES,G9a inh,JMJD2A Tudor,PI4K2A inh,BAZ2B block,ALOX12 inh,ERG-DNA inh,GLS inh,RGS4 inh,HP1b binding inh
OCCNCC(O)Cn1c2ccccc2c2ccccc21 (stereo unspecified),3.4%,-25.5%,1.0,-17.7%,111.6%[activator],9.5%,-0.7%,-17.0%,53.6%
CC1Cc2ccccc2N1C(=O)CSc1ncccc1C(=O)O (stereo unspecified),79.4µM*,-11.5%,0.8,-3.7%,-19.3%,/,10.8%,-1.1%,17.5%
COc1ccc(OC)c(/C=N/n2c(COc3ccccc3)n[nH]c2=S)c1,?,-13.2%,-0.9,3.4%,12.1%,3.7%,-18.2%,5.1%,43.9%[activator]
CNC(=S)NNC(=O)c1sc2cc(C(F)(F)F)cnc2c1-c1ccccn1,-30.5%,-19.7%,4.3,-0.5%,2.1%,-15.2%,?,-40.3%,19.5%
CC(C)CN1CCC(C(=O)NCC2CCCO2)CC1 (stereo unspecified),10µM*,7.08µM*,-7.0,56.2µM*,?,2.5%,2.1%,-9.1%,?
O=C(NCc1ccccn1)C(=O)NCC(c1ccco1)N1CCOCC1 (stereo unspecified),4.6%,-4.4%[11.4 µM],-0.6,?,6.4%,-11.5%,-5.8%,8.9%[11.4 µM],69.4%[activator]
CC(C)(C)c1ccc(-c2nc(C=O)c3ccccn23)cc1,-6.6%[2.33 µM],20.1%,3.8,23.7%,-22.3%,2.2%,8.2%,-25.0%,88.8%[activator]
COc1ccc(-n2c(=O)c3c4c(sc3n(Cc3ccc(C)cc3C)c2=O)CCC4)c(OC)c1,?,-32.4%,-10.1,?,?,0.5%,4.3%,16.8%,-3.1%
Cc1cc(Cl)ccc1NS(=O)(=O)c1cc2[nH]c(=O)c(=O)[nH]c2cc1C,2.9%[59 µM],-13.2%,-3.1,-13.2%,?,1.2%,16.5%,5.7%,14.0%
CCn1cc(C(=O)NCc2cccc(F)c2)c(=O)c2cc(F)c(N3CCN(C(=O)c4ccco4)CC3)cc21,-14.7%[12.7 µM],-12.3%,-4.2,-6.9%,?,2.6%,-2.8%,?,1.4%
N/N=C(\c1ccccc1)c1cc(Br)ccc1N,/,?,-3.5,?,?,29.6%,-11.0%,4.9%,-3.1%
CC(=O)c1cccc(-n2c(CCC(=O)O)ccc2-c2ccc(C)cc2)c1,17.6%[2.33 µM],-35.5%,7.7,-27.3%,/,2.5%,7.9%,-19.3%,-12.7%
Cc1cc(C)nc(SCc2ccc(C(=O)N/N=C3\CCCC(=O)C3)cc2)n1,0.2%,-9.8%,-1.4,-11.1%,0.0%,-3.7%,20.3%,-14.6%,46.3%[activator]
CC1CCCCC1NC(=O)C1CCN(C(=O)NC2CCCCC2)CC1 (stereo unspecified),51.1%[activator][59 µM],-6.1%[57.1 µM],-5.4,10.4%,-21.3%,-0.8%,-14.9%,-30.2%[56.9 µM],56.7%[activator]
Cc1cc(C(=O)O)c(C)n1Cc1ccncc1,13.8%,5.8%,0.4,9.9%,25.9%,-10.9%,5.4%,-24.8%,22.0%
C=CCn1c(SCC(=O)Nc2ccccc2)nnc1-c1cccc(S(=O)(=O)N2CCOCC2)c1,-11.1%[59 µM],17.5%,3.4,-2.3%,97.4%[activator],-11.1%,2.8%,-7.4%,21.9%
